Screening results: PubChem, several laboratories
Anthrax LF prot – Bacillus anthracis LF protease inhibitors, primary screen, biochemical, multiplex microsphere, MLPCN library | Lethal factor (Bacillus anthracis), P15917 | multiplex microsphere protease cleavage assay | inhibition, % at 10 µM | hit rate 0.12% among 360,000 | AID 588501, 2011; in the data active means inhibition above about 30%; inconclusive means no clear call, values can overlap the other calls; further: plate controls were buffer without enzyme for full effect and enzyme alone for no effect
Target sequence (P15917 whole entry, looked up): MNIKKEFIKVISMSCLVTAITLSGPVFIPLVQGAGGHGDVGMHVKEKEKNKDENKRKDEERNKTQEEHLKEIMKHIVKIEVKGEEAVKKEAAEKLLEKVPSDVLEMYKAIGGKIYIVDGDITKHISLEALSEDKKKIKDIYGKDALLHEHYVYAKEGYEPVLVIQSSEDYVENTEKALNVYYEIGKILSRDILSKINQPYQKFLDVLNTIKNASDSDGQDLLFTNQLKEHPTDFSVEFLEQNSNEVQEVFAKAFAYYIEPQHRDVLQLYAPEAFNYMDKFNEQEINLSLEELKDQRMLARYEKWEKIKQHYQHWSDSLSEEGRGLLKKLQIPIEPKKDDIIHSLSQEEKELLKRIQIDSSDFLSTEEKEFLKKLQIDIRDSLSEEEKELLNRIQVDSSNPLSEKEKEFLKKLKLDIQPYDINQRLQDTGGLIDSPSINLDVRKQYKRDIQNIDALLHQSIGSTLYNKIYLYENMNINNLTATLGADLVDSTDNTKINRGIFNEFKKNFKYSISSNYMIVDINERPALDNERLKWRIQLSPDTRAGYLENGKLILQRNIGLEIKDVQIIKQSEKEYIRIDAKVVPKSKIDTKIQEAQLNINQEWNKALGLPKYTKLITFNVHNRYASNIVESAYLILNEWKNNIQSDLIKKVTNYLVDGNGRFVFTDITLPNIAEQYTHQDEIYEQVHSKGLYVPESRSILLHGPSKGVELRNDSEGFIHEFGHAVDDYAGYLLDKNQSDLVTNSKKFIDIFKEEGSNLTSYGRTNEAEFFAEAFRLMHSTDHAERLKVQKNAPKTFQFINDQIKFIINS
Rv3671c protease – Rv3671c serine protease inhibitors, primary screen, biochemical, fluorescence polarization, M. tuberculosis H37Rv. AID 2606, 2010. inhibition, % at 5.96 µM. hit rate 0.048% among 320,000; in the data active means inhibition above about 38%;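 further: extracellular domain of Rv3671c used as enzyme; 0% = enzyme with DMSO and 100% = no enzyme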
TcdB GH inh – TcdB glycohydrolase inhibitors, primary screen, biochemical, single point, plate reader; inhibition, % at 9.99 µM; hit rate 0.24% among 350,000; TcdB glycohydrolase enzymatic assay; Toxin B (Clostridioides difficile), P18177; in the data active means inhibition above about 10%
MazEF act – activators of E. coli MazEF toxin-antitoxin RNase, primary screen, biochemical, fluorescence, uHTS | Endoribonuclease toxin MazF (Escherichia coli (strain K12)), P0AE70 | FAM/BHQ RNA-DNA oligo cleavage fluorescence, 5 h | activation, % at 20 µM | hit rate 0.32% among 350,000; in the data active means activation above about 50%
Target sequence (P0AE70 whole entry, looked up): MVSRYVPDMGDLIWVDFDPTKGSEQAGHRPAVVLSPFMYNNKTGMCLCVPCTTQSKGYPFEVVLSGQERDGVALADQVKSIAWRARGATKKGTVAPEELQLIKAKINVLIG
3CLpro inhibitor – SARS-CoV 3CLpro protease inhibitors, primary screen, biochemical, quenched FRET; Replicase polyprotein 1ab (Severe acute respiratory syndrome coronavirus), P0C6X7; recombinant SARS-CoV 3CLpro, quenched FRET peptide cleavage; inhibition, % at 6 µM; hit rate 0.14% among 290,000; AID 1706, 2009; in the data active means inhibition above about 12%
Yp Topo-I inh – Yersinia pestis topoisomerase I inhibitors, primary screen, biochemical, cleavage product accumulation, plate reader, single point. activity, % at 10 µM. Y. pestis Topo-I cleavage product accumulation. hit rate 0.064% among 360,000. DNA topoisomerase I (Yersinia pestis CO92); in the data active means activity above about 50%, passing the limit was not always enough; inconclusive means no clear call, values can overlap the other calls; further: inactives centre near 2
Vc quorum ag – inducers of Vibrio cholerae quorum light production without autoinducers, primary screen, BH1578 luxS cqsA deficient, single point; V. cholerae BH1578 lux reporter, luminescence, 6 h; activation, % at 18.7 µM; hit rate 0.16% among 350,000; in the data active means activation mostly above about 9.7%, no sharp cut-off; inconclusive means no clear call, values can overlap the other calls; inactive means mostly below about 3.7%; further: not every result past the cut was called active; inactives centre near 0; reference of the scale not given here
VHR inh abs – VHR1 phosphatase inhibitors, primary screen, biochemical, absorbance, uHTS | recombinant VHR phosphatase, pNPP absorbance | AID 1654, 2009 | hit rate 0.52% among 290,000 | inhibition, % at 13.3 µM | Dual specificity protein phosphatase 3 (Homo sapiens), P51452; in the data active means inhibition above about 50%; further: some compounds called inactive have numbers as strong as hits
PriA SSB inh – inhibitors of Klebsiella pneumoniae PriA binding to SSB C-terminal tail, primary screen, biochemical, AlphaScreen. PriA–SSB C-terminal tail interaction (Klebsiella pneumoniae). AlphaScreen SSBct-PriA binding, biotinylated peptide. inhibition, % at 33 µM. hit rate 0.6% among 430,000. AID 1272365, 2023; in the data active means inhibition mostly above about 37%, no sharp cut-off; inactive means mostly below about 20%;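 further: plate controls were negative control peptide for no effect and reference peptide for full effect; strong numbers were not always called active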
PfHsp40 yeast – rescue of yeast from PfHsp40 toxicity, primary screen, S. cerevisiae, ATP luminescence | hit rate 0.68% among 340,000 | S. cerevisiae expressing PfHsp40, growth rescue | growth rescue, % at 12.5 µM | AID 504582, 2011; in the data active means growth rescue above about 28%, passing the limit was not always enough; inconclusive means no clear call, values can overlap the other calls;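 further: yeast W303a lacking pdr1 and pdr3 grown in galactose medium; growth measured after three days at 30 °C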
An asterisk follows results filed as active; i = inactive; ? = inconclusive; . = not tested or not shown; & = joins results of further samples.

canonical_smiles	Rv3671c protease	Anthrax LF prot	TcdB GH inh	PriA SSB inh	3CLpro inhibitor	MazEF act	Yp Topo-I inh	PfHsp40 yeast	VHR inh abs	Vc quorum ag
Cc1c(C)n2c(SCC(=O)N3CCCCC3)nnc2[nH]c1=O	0	0	1.5	-9	.	4	5	1.7	.	-5.3
C[C@H](NC(=O)c1nc[nH]c1C(=O)N[C@@H](C)C(=O)OC(C)(C)C)C(=O)OCc1ccccc1	0	-3	2.5	7	-3	6	19	2.8	-14	-0.4
CCN1CCN(C(=S)c2ccc(OCC(=O)NCc3ccccc3)cc2)CC1	0	-4	1.8	4	5	5	-10	5.2	1	-1.5
COc1cc(NC(=O)c2cccnc2)c(Cl)cc1NC(=O)c1ccc(Cl)cc1	-4	2	0.7	-11	-3	-6	-3	4.6	11	-0.7
CC(C)NC(=S)N/N=C/c1ccc2c(c1)OCCO2	-13	-2	2.0	.	-7	-6	-5	0.0	-8	-0.1
CCCOc1ccc(-c2c(=O)n(O)c3ccccc3[n+]2[O-])cc1	-5	-8	0.3	6	3	-3	5	?	22	0.0
O=C(CSc1nnc2ccc(-c3ccccn3)nn12)Nc1ccccc1	5	.	2.5	1	.	2	-12	0.5	.	i
O=C(NCc1ccccn1)c1ccc(CNS(=O)(=O)c2cccc(C(F)(F)F)c2)cc1	9	4	1.2	4&-12	5	7	7	0.0	6	-0.5
O=C(NC1CCCCC1)C1CCCN1S(=O)(=O)c1ccc(F)cc1 (stereo not drawn)	0	0	1.0	7	-2	5	-1	0.0	30	-0.1
CC[n+]1c(/C=C/Nc2ccccc2)oc2ccc(OC)cc21	-6	2	-2.3	-4	-1	-60	5	0.7	-15	i
CCOC(=O)c1c(NC(=O)c2cccc(N3C(=O)CCC3=O)c2)sc(C)c1C	3	-4	.	-9	4	2	-10	0.0	24	-0.1
CCN(CC)C(=O)c1cc2c(=O)n3cccc(C)c3nc2s1	4	-4	1.8	8	4	7	1	-0.9	-8	0.6
O=C(N/N=C/c1ccccn1)c1cc(-c2cccc3ccccc23)n[nH]1	0	2	1.2	.	0	6	2	1.1	34	0.6
COc1ccc(N2CCN(C(=O)c3cccc(NC4=NC5CS(=O)(=O)CC5S4)c3)CC2)cc1 (stereo not drawn)	-1	0	0.5	-16	-1	3	-9	-0.6	-20	-0.3
CCC(CC)c1nnc(NC(=O)CS(=O)(=O)c2ccc(C)cc2)s1	0	-12	-1.9	0	3	11	2	-1.9	31	-3.1
Cc1nc2sc(C(c3ccccc3)N3CCOCC3)c(O)n2n1 (stereo not drawn)	-5	-3	0.2	-2	-1	2	2	-0.9	9	3.0
Cc1ccc(S(=O)(=O)N(C)C)cc1NC(=O)COC(=O)COc1ccc2c(C)cc(=O)oc2c1	-2	-3	0.7	-9	.	5	16	0.7	.	i
O=C(COC(=O)CNC(=O)c1ccco1)Nc1ccccc1OC(F)F	-2	-8	0.4	1	3	5	5	-0.4	14	i
Nc1nc(SCC(=O)NCCO)nc2sc3c(c12)CCCC3	1	3	1.4	-2	-2	14	-8	-0.8	17	-0.4
Cc1ccc(NS(=O)(=O)c2ccc(Br)s2)cc1S(=O)(=O)N1CCOCC1	-4	-7	0.1	-1	4	-13	8	0.0	15	-0.9
Cc1nc(N)sc1-c1nnc(SCC(=O)Nc2nccs2)n1C	-10	1	.	-8&-18	-3	-1	-1	-1.0	11	i
CCOc1cc(/C=C2\SC(=N)N(c3nonc3N)C2=O)ccc1OCC(N)=O	4	-2	.	-11	-2	7	-3	-2.1	-13	-0.7
O=C1CSC(c2cn(-c3ccccc3)nc2-c2cccs2)N1CC1CCCO1 (stereo not drawn)	3	3	.	0	1	4	32	0.3	2	i
Cc1cc(C)n2cc(CSc3nnc(-c4ccccc4)c(-c4ccccc4)n3)nc2n1	.	-1	0.3	3	.	2	8	1.6	.	-0.5
CC1CC(C)CN(C(=O)c2ccc(-c3ccc([N+](=O)[O-])cc3)o2)C1 (stereo not drawn)	1	4	-0.8	-11	.	-2	4	2.7	.	-5.9
CCOc1ccc(CCNC(=O)COC(=O)c2cc(=O)[nH]c3ccccc23)cc1OCC	7	-3	1.0	4	.	5	-7	-0.2	.	i
COc1ccc(OC)c(-n2nnnc2SCC(=O)Nc2ccc(C(=O)N3CCCCC3)cc2)c1	-2	-2	1.8	6	1	-1	16	-0.4	-1	i
CC1(C)CC2(CC(c3ccccc3F)c3cc(Cl)c(O)cc3O2)NC(=S)N1 (stereo not drawn)	-7	-7	1.7	-6	4	21	0	2.2	-13	-0.4
COc1ccccc1CNC(=O)C/C(C)=N/NC(=O)Cc1ccccc1	-3	-9	.	.	2	0	3	-0.5	29	-7.1
COc1ccc(COC(=O)c2ccc(S(=O)(=O)N3CCC(C)CC3)cc2)cc1	.	-3	1.1	-11	-1	-2	5	-1.6	-2	-0.3
Cc1cc[n+](CC(=O)c2cccs2)cc1	6	-6	0.7	2&-9	5	6	1	-0.5	38	-0.5
Cc1ccc(C(=O)CSc2ncn[nH]2)cc1	10	-4	.	-2	6	-1	-1	-0.8	36	-2.9
CSC1=NCCN1C(=O)C(C)Oc1ccccc1 (stereo not drawn)	1	2	1.7	3	1	8	-8	-0.3	32	-0.1
COc1ccc(-c2cn(Cc3ccc(C(N)=O)cc3)c(CCN)n2)cc1	-4	0	0.7	-13	.	10	1	-1.8	.	-0.4
CCOC(=O)C1CCN(C(=O)c2ccc(OC3CCN(C(=O)CCOC)CC3)cc2)CC1	-3	-2	0.0	-3	2	1	14	2.5	31	-1.6
CCOC(=O)COc1ccc2cc(C(=O)OCC)c(=O)oc2c1	0	2	.	2	1	12	6	4.8	-4	i
COC(CNC(=O)C1CC(=O)N(CCc2ccccc2)C1)OC (stereo not drawn)	-3	1	.	-1	-1	4	3	0.6	0	i
O=C(NCN1CCN(c2ccccn2)CC1)c1cnccn1	9	-2	.	-9	3	0	-5	3.8	7	-0.4
CC1(C)CC(=O)c2sc(NC(=O)c3ccc4ncsc4c3)nc2C1	-4	-2	1.1	5	-2	-8	-11	1.4	19	-1.6
COCCNC(=O)C1(C)CCCN(C(=O)c2cccc3ccccc23)C1 (stereo not drawn)	.	11	1.1	.	.	.	1	.	.	i
Cc1cc(=O)oc2cc(OCCCC[n+]3ccccc3)ccc12	-1	-3	-0.2	-9	7	-7	-4	1.8	0	2.0
CCN(CC)S(=O)(=O)c1ccc(OCC(=O)NCc2ccccc2)cc1	-4	4	.	-18	2	2	3	-0.6	2	i
CCOC(=O)NNC(=O)CCn1c2c(c3ccccc31)CCCC2	6	7	0.6	-1	12	0	22	-0.3	9	i
COc1ccc(C(=O)c2c(C)oc3ccc(O)cc23)cc1	.	5	3.2	4	4	-1	9	8.7	27	-1.5
CN(C(=O)c1ccc(NC(=O)Cc2cccc(NC(=O)C3CCN(C(=O)C4CCCCC4)CC3)c2)cc1)C1CCCC1	-9	7	0.4	0	.	1	1	1.0	.	-0.4
Cc1ccc2oc(-c3ccc(NC(=O)c4ccc5c(c4)OCO5)cc3)nc2c1	-3	-6	.	3	5	-50	-8	1.2	22	-0.2
CCC(C)n1nnc2c(=O)oc3ccccc3c21 (stereo not drawn)	-7	0	1.0	-2	5	0	-6	0.3	5	0.5
Cc1ccc(Nc2nnc(SC3CCOC3=O)s2)cc1 (stereo not drawn)	-6	-2	.	-8	2	5	5	-0.3	8	-0.2
C/C(=N/NS(=O)(=O)c1ccc(Cl)cc1)c1ccc2c(c1)OCO2	-2	-2	-3.5	.	.	2	1	0.1	.	i
O=C(/C=C/c1ccc(S(=O)(=O)N2CCOCC2)cc1)OCC(=O)c1ccc([N+](=O)[O-])cc1	1	-9	0.8	3	2	-12	2	-0.7	-15	-0.1
CCOc1ccc(N(CC(=O)NC2CCCC(C)C2C)S(=O)(=O)c2c(C)noc2C)cc1 (stereo not drawn)	-3	-4	0.8	-4	0	3	12	-0.5	12	i
O=C(CCN1C(=O)/C(=C\c2cccs2)SC1=S)NC1=NCCS1	-17	5	1.9	6	2	10	-4	0.1	-1	-0.3
Cc1ccccc1C(=O)NNC(=O)CCCCC(=O)NNC(=O)c1ccccc1C	-4	1	0.2	0	.	2	2	-0.2	.	0.9
COc1ccc(S(=O)(=O)Nc2nnc(C(C)C)s2)cc1	-4	4	.	4	-3	6	1	0.0	13	-0.3
CC(C)CN1CCC(=O)N([C@H](COc2ccccc2)Cc2ccccc2)CC1	1	-2	0.2	5	-6	8	?	-1.1	5	i
CCOC(=O)CNC(=O)CN1C(=O)CCS(=O)(=O)c2ccccc21	-1	2	.	-9	-2	4	11	-0.6	3	i
CCCNC(=O)C/C(C)=N/NC(=O)COc1ccc(C)cc1Br	-10	0	-0.9	.	4	3	3	0.2	-24	-0.6
Cc1ccc(C2SCC(=O)N2Cc2ccccc2)cc1 (stereo not drawn)	6	4	0.4	-6	-2	-2	1	0.4	6	0.9
COc1cccc2c(=O)n(CC(=O)N3CCc4ccccc43)ccc12	-4	-5	3.9	4	1	3	5	0.3	-6	-1.1
Cc1ccc(NC(NC(=O)Cc2ccccc2)C(Cl)(Cl)Cl)cc1 (stereo not drawn)	.	-2	.	-27	4	-1	3	-1.2	18	0.1

(further entries)
canonical_smiles	Rv3671c protease	Anthrax LF prot	TcdB GH inh	PriA SSB inh	3CLpro inhibitor	MazEF act	Yp Topo-I inh	PfHsp40 yeast	VHR inh abs	Vc quorum ag
O=C(Nc1cc(S(=O)(=O)N2CCCC2)ccc1Cl)C1=COCCO1	3	-8	.	-16	4	5	-5	-0.1	0	2.9
CC(C)(C)C(=O)CC1(O)C(=O)N(Cc2ccccc2)c2ccccc21 (stereo not drawn)	-12	-10	0.9	14	-2	5	-1	-1.1	12	-2.6
CCOC(=O)c1ccc(OC)c(OC)c1Cl	-2	1	0.4	-6	1	10	-6	-1.7	16	i
Cc1ccc2nc(-c3ccccn3)[nH]c2c1	10	.	2.4	-1	-5	4	-1	-2.7	6	-0.2
COc1ccc(C)cc1NC(=O)C1CCN(S(=O)(=O)c2ccc3c(c2)NC(=O)CO3)CC1	-2	4	4.2	-11	0	-32	22	-0.5	23	-0.1
COc1ccc(N(CC(=O)NCCc2ccccc2)C(=O)c2csnn2)cc1	-7	1	0.0	3	7	4	0	-0.4	26	-0.2

In the list so far, these have a nitro group on carbon.
canonical_smiles	Rv3671c protease	Anthrax LF prot	TcdB GH inh	PriA SSB inh	3CLpro inhibitor	MazEF act	Yp Topo-I inh	PfHsp40 yeast	VHR inh abs	Vc quorum ag
CC1CC(C)CN(C(=O)c2ccc(-c3ccc([N+](=O)[O-])cc3)o2)C1 (stereo not drawn)	1	4	-0.8	-11	.	-2	4	2.7	.	-5.9
O=C(/C=C/c1ccc(S(=O)(=O)N2CCOCC2)cc1)OCC(=O)c1ccc([N+](=O)[O-])cc1	1	-9	0.8	3	2	-12	2	-0.7	-15	-0.1

Some of the compounds tested. The share of hits here may be higher or lower than overall.
